# b-catenin transl: alters nuclear translocation of beta-catenin in HeLa cells; immunofluorescence imaging; nuclear translocation activity, % at 5 µM; 190,000 compounds, 0.3% hits;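 active = nuclear translocation activity above 50% at 5 µM, with a well cell count of 50 or more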;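 also: per-cell ratio of nuclear to cytoplasmic median beta-catenin stain intensity; plate controls were DMSO negative control for no effect and GSK-3 inhibitor IX positive control for full effect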
#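 Test system: human HeLa cell line; Doses: 5 µM primary, 0.02–20 µM confirmation; Incubation: 24 h compound exposure, 37°C; Detection: beta-catenin immunofluorescence imaging with DAPI; Read-out: beta-catenin nuclear/cytoplasmic ratio, % activation.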
# Dynein transport: dynein cargo transport inhibition; z-score, hits read low; 220,000 compounds, 0.47% hits; 3617.4 mouse cells, GR-EGFP nuclear translocation imaging; test concentration mostly 20 µM; stimulated with dexamethasone, 1 µM; hits give low values;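 active = plate z-score of nuclear minus cytoplasmic receptor signal below a set negative limit, without overly bright fluorescence or cell loss, cut at about -3.5 in these data, passing the limit was not always enough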;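 also: z-score of nuclear minus cytoplasmic ring GR-EGFP intensity difference per well; some compounds called inactive have numbers as strong as hits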
#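 Also added – dexamethasone, 1.0 µM final · Buffer or medium – tet-free, stripped-serum medium · Schedule – induction 48 h, compound 1 h, agonist 30 min · Detection – formaldehyde fixation, Hoechst nuclear stain, 10x automated fluorescence imaging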
# Ins promoter up: MIN6 insulin promoter up-regulation | MIN6 insulin promoter-GFP reporter, high-content imaging; hits give high values | z-score at 5 µM | 190,000 compounds, 0.3% hits | AID 1625;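 active = z-score above 3 at 5 µM with at least 500 cells counted in the well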
# WT yeast gro inh: growth inhibition of WT yeast, mitochondrial fusion screen; mitochondrial fusion phenotypic screen, WT strain; AID 1362; 190,000 compounds, 2.1% hits; inhibition, % at 10 µM; in the data active = inhibition above about 58%; tested in S. cerevisiae
# NOD2 inhibition: NOD2 signaling inhibitors, cell-based, luminescence, uHTS, HEK293 (AID 1566); 290,000 compounds, 0.63% hits; inhibition, % at 4 µM, or EC50 in µM where a hit was titrated; HEK293 NOD2/NF-kB luciferase reporter, luminescence; higher % means a stronger effect; in the data active = inhibition above about 50%; also: many of its hits are not listed in these tables
# Yfh1-off respiration: enhancers of respiration in Yfh1-depleted yeast, dose response, Friedreich's ataxia, plus single-dose screen (AID 1465); 220,000 compounds, 0.074% hits; one-dose fold induction at 50 µM; EC50 in µM for titrated hits; S. cerevisiae Yfh1-off respiration, WST-1 reduction, 72 h; higher fold induction means a stronger effect;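 active = fold induction of absorbance versus untreated yeast above a set limit, then at least 30% activation at any dose in follow-up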;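 also: activators that raise dye reduction in frataxin-depleted yeast; strong numbers were not always called active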
# MT stabilizer: microtubule stabilization, imaging screen; HeLa tubulin immunostaining HCS, 24 h; share of cells brighter than vehicle mean+2SD; % tubulin-high responders, % at 10 µM; 200,000 compounds, 0.83% hits; AID 2205;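 active = plate Z-score above 3 for both tubulin-high and condensed-nucleus cell shares, with cell loss under 80%, at 10 µM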;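 also: anti alpha tubulin signal scored within the nucleus-defined area of each cell; some results filed as inactive read as strong as hits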
# Autophagy HCS: autophagy modulation, high-content screen | MEF GFP-LC3 puncta imaging; test concentration mostly 10 µM | calls only at 10 µM (by protocol) | 190,000 compounds, 0.98% hits;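 active = percentage of spot-positive cells more than 3 SD above its plate mean, without a fluorescence outlier flag or 80% toxicity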;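 also: spot-positive cell cutoff set from DMSO-treated cells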
# Lipid droplet: modulators of hepatic lipid droplet formation | inhibition, % at 6.5 µM | AML12 mouse hepatocytes, oleate lipid droplets, BODIPY imaging | 240,000 compounds, 0.4% hits | AID 1656;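 active = lipid droplet intensity inhibited by at least 50%, with more than 500 cells counted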
#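 Material – mouse AML12 hepatocyte cell line, fixed after treatment · Compound dosing – one dose, 6.5 µM compound · Times – compound with oleate, overnight · Measured by – Image-based BODIPY and DAPI two-channel analysis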
# WT yeast gro inh mutant strain: further read-out of WT yeast gro inh, marked with its call; inhibition, %; mitochondrial fusion phenotypic screen, mutant strain inhibition
# Dynein transport cytoplasmic EGFP: further read-out of Dynein transport, marked with its call; z-score; measured here: cytoplasmic GR-EGFP intensity; hits give high values
# Dynein transport nuclear GR-EGFP: recorded beside Dynein transport, whose call it bears; z-score; measured here: nuclear GR-EGFP intensity;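 lower value marks the stronger effect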
# Dynein transport cell count: recorded beside Dynein transport, whose call it bears; z-score; measured here: cell count per field
# Ins promoter up cell count: also measured in Ins promoter up; calls as there; cell count; measured here: cytotoxicity, nuclei count;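 total cells summed across four imaged fields per well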
# Lipid droplet cells 6.5 µM: further read-out of Lipid droplet, marked with its call; cell count; measured here: cell count, cytotoxicity flag;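 cells counted across two imaged fields per well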
# b-catenin transl cell count 5 µM: also measured in b-catenin transl; calls as there; cell count; measured here: cell count, cytotoxicity flag
# MT stabilizer Hoechst-high %: recorded beside MT stabilizer, whose call it bears; % Hoechst-high responders; measured here: nuclear condensation Hoechst responders;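 share of cells brighter than vehicle mean plus two SD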
# MT stabilizer cytotoxicity %: further read-out of MT stabilizer, marked with its call; toxicity, %; measured here: cytotoxicity by cell density;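 0% = mean cell density of plate MIN control wells and 100% = no cells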
# Autophagy HCS cell loss 18 h: recorded beside Autophagy HCS, whose call it bears; toxicity, %; measured here: cell loss, nuclei count;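 cell loss after 18 h compound exposure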
# * hit, by the source's call; i = inactive; nt = no result given; + = active, no number. Only part of the results is shown, so the mix of outcomes need not match the whole.
SMILES,b-catenin transl,b-catenin transl cell count 5 µM,Dynein transport,Dynein transport cytoplasmic EGFP,Dynein transport nuclear GR-EGFP,Dynein transport cell count,Ins promoter up,Ins promoter up cell count,WT yeast gro inh,WT yeast gro inh mutant strain,NOD2 inhibition,Yfh1-off respiration,MT stabilizer,MT stabilizer Hoechst-high %,MT stabilizer cytotoxicity %,Autophagy HCS,Autophagy HCS cell loss 18 h,Lipid droplet,Lipid droplet cells 6.5 µM
CNC(=O)c1ccc2snnc2c1,nt,nt,-1.2,-0.17,-0.56,0.56,1.3,902,0,-4,9%,i,1.2,3.8,3.1,i,6,nt,nt
COc1ccc(NC(=O)CC2C(=O)N(Cc3ccccc3)C(=S)N2CCN2CCOCC2)cc1 (stereo not drawn),1.2,1144,-1,-0.15,-0.88,0.55,0.32,1282,9,4,12%,i,2.1,1.4,8.7,i,-13,-5,704
COC(=O)CC1=NN(c2ccc(OC)cc2)C(=O)C1,-0.5,1456,-1.1,-0.36,-0.54,2.3,0.01,1490,-9,-3,-4%,i,5.6,1.2,8.6,i,-5,-19,654
S=c1[nH]nc(-c2ccco2)n1/N=C/c1cccs1,-2.2,1082,0.48,-0.22,0.35,-0.13,-0.01,1585,-8,-12,8%,i,3.6,2.6,6.7,i,-5,-25,709
O=C(O)c1cnn2c(-c3ccc(F)cc3)ccnc12,-1.8,1072,0.82,-0.34,0.21,0.46,0.26,1347,-16,11,7%,i,1.1,1.5,6.8,i,29,6,703
COC(=O)c1cc(OC)c(OC)cc1NC(=O)c1ccco1,-0.7,1126,-0.071,-0.17,0.36,0.56,-0.27,1044,4,-14,2%,i,4.8,1.7,0.1,i,-52,nt,nt
O=Cc1ccnc(-c2ccc(OC(=O)c3ccco3)cc2)n1,-4.2,1104,0.061,-0.26,0.085,-0.96,1.6,878,-14,3,-6%,i,2.7,2.7,14,i,1,8,674
COC(=O)C1C(=O)NCC1c1ccccc1 (stereo not drawn),-5.9,1194,-0.035,-0.08,0.51,-1.5,-0.37,1118,94*,16*,2%,nt,2.7,1.2,5.1,i,0,8,730
Cc1ccc(O)c(NC(=O)c2cccc(S(=O)(=O)N3CCCCC3)c2)c1,nt,nt,-0.022,1.4,-0.32,-1.2,-1.4,1194,-5,11,7%,i,3.5,1.5,10,i,-6,-5,711
Cc1nn(C)cc1NC(=O)c1nn(C)cc1[N+](=O)[O-],-2.8,611,0.016,-0.22,-0.24,-0.38,-0.02,1297,3,-20,-5%,i,2.2,2.7,1.5,i,0,21,672
N/C(=N\OC(=O)CCC1CCCC1)c1cccnc1,-2.4,1193,-0.17,-0.21,-0.24,-0.18,-0.3,1535,10,16,5%,i,3.2,2.6,7.1,i,8,2,649
COc1ccc(CCNC(=O)CSc2nc3ccccc3o2)cc1,nt,nt,-1.3,-0.15,-0.53,0.56,-0.88,924,11,9,-5%,i,1.5,1.3,6.9,i,-8,nt,nt
O=C(CSCC(=O)OCn1nnc2ccccc2c1=O)Nc1ccc(Cl)cc1,nt,nt,0.066,-0.17,0.36,-0.87,nt,nt,70*,6.7*,6%,nt,1.0,1.4,4.1,i,-7,nt,nt
COc1ccccc1N1CCN(c2ccc([N+](=O)[O-])cc2Cl)CC1,3.4,790,0.64,-0.22,0.72,-1.3,-0.39,1121,55,11,-24%,i,21*,36*,40*,i,7,4,497
COc1ccc(C2C(C(C)=O)=C(C)N=c3s/c(=C\c4ccco4)c(=O)n32)c(OC)c1 (stereo not drawn),-5.9,1030,0.34,-0.22,0.5,-0.53,-0.17,1109,-8,-6,8%,i,2.6,2.0,11,nt,nt,nt,nt
O=C(C1CC1)N1CCN=C1SCc1ccccc1Cl,nt,nt,1.7,0.025,1.3,-1.1,0.67,1098,-1,4,4%,i,11,1.8,1.8,i,11,nt,nt
CCCCN(C)CCNC(=O)c1ccc2c(c1)NC(=O)C(N1CCCCC1)S2 (stereo not drawn),5.4,1256,-0.4,0.048,-0.31,0.93,-2.7,702,8,1,15%,i,1.4,0.8,4.6,i,1,nt,nt
c1ccc(N2CC3CCc4ccccc4C3=N2)cc1 (stereo not drawn),-1.2,1172,-0.22,-0.23,-0.16,0.32,-0.77,1465,nt,nt,-58%,i,nt,nt,nt,nt,nt,-14,662
CCSc1nc2c(cnn2-c2ccccc2)c(=O)n1N,-0.9,1220,1.6,-0.24,0.37,-0.36,0.74,1091,nt,nt,-36%,i,nt,nt,nt,nt,nt,12,732
Cc1cc(Cl)ccc1N1C(=O)CC(SCCC(=O)O)C1=O (stereo not drawn),0.1,1087,0.38,-0.16,0.075,-0.42,-0.71,1295,-1,6,2%,i,2.7,2.6,6.9,i,-4,24,739
C[n+]1cccc2ccc3c(c21)OC(N)=C(C#N)C3c1ccccc1 (stereo not drawn),1.2,1257,-0.29,-0.23,0.28,0.61,0.22,1112,nt,nt,23%,i,nt,nt,nt,nt,nt,-15,778
Clc1ccc(/C=C/c2ncc3ccccn23)cc1,2.1,1353,-0.56,-0.16,-0.37,0.41,0.21,1329,23,15,-12%,i,2.4,0.9,5.6,i,5,-3,649
CC(=O)CSc1ccc(C(=O)O)cn1,-0.4,517,0.48,-0.3,-0.14,0.26,0.06,1297,-11,-15,13%,i,3.3,2.8,6.4,i,-18,-13,688
CCC(Sc1nccn1C)C(=O)Nc1ccc(Cl)cn1 (stereo not drawn),0.4,1404,0.66,-0.21,0.72,-0.92,-0.19,1418,9,14,9%,i,2.1,1.1,4.7,i,21,-1,705
Cc1cccc2cc(C#N)c(SCCN3CCCCC3)nc12,nt,nt,-1.5,-0.17,-0.39,0.092,nt,nt,nt,nt,nt,i,3.0,2.9,14,+,13*,nt,nt
CCOc1ccc(C(=O)NCC(C)CN(C)C)cc1OCC (stereo not drawn),nt,nt,-0.72,-0.25,-0.44,0.52,0.81,1212,-3,13,21%,i,3.1,1.8,4.8,i,-3,10,532
CCCCOC(=O)C1CCCC(C)N1 (stereo not drawn),3.9,879,-0.59,-0.11,-0.5,-0.16,0.79,864,4,5,12%,i,2.6,2.6,5.8,i,-31,-7,779
N/C(=N\NC(=O)c1ccc(F)cc1)c1cc2ccccc2oc1=O,-0.5,963,-1.3,-0.25,-0.68,0.96,1.7,1562,0,2,-30%,i,1.2,1.5,7.3,i,18,-7,694
O=C(O)Cn1c(SCc2ccccc2)nc2ccccc21,0.1,1104,-1.3,0.15,-0.48,0.78,0.19,667,3,-4,6%,i,1.2,1.3,3.7,i,-1,3,767
Nc1c(C(=O)Nc2ccccc2)sc2nc(-c3cccnc3)ccc12,-0.3,1405,0.27,0.0099,1,-2.5,1.1,920,nt,nt,-26%,i,nt,nt,nt,nt,nt,7,635
O=C(Cn1nnc2ccccc21)N/N=C/c1ccco1,0.6,1103,0.21,-0.19,-0.089,-0.07,2.1,1388,-21,0,7%,i,8.1,3.4,8.3,i,15,-7,614
CCOc1ccc(N(C(=O)c2ccccc2Cl)C2=NC(C)(C)CS2)cc1,-3.9,1137,-0.033,-0.34,-0.05,0.14,-0.34,1389,27,-2,-6%,i,7.8,1.5,9.5,i,7,-17,671
CCCCNC(=O)CSc1nccn1Cc1ccccc1,-8.4,1206,-0.13,-0.35,-0.29,0.29,nt,nt,8,22,4%,i,4.6,4.5,3.4,i,-5,-9,723
Cc1cccc(C)c1Nc1nnc(SCC(=O)Nc2cc(S(=O)(=O)N3CCCCC3)ccc2Cl)s1,-1.7,1140,-0.75,-0.14,-0.096,0.48,-1.2,1325,-3,13,24%,i,1.8,2.3,18,i,2,-18,661
Cc1nn(CC(=O)NCc2ccc(Cl)cc2)c(C)c1[N+](=O)[O-],-0.7,518,-0.43,-0.32,-0.44,0.61,0.59,1018,-4,-13,-15%,i,4.1,2.4,4.4,i,10,-4,717
Cc1ccc(C(=O)CSc2nnnn2C(C)C)c(C)c1,0.4,981,-0.26,-0.22,-0.31,-0.011,-0.58,1813,-9,5,-60%,i,1.9,1.5,7.4,i,-6,-89,668
CN(c1ccccc1C(=O)Nc1ccc2c(c1)OCO2)S(C)(=O)=O,-2.6,1095,-0.79,-0.19,-0.48,-0.26,0.52,1160,0,-5,-4%,i,3.2,1.9,0.6,i,7,-15,752

# Fetched one by one from above, 4 records:
SMILES,b-catenin transl,b-catenin transl cell count 5 µM,Dynein transport,Dynein transport cytoplasmic EGFP,Dynein transport nuclear GR-EGFP,Dynein transport cell count,Ins promoter up,Ins promoter up cell count,WT yeast gro inh,WT yeast gro inh mutant strain,NOD2 inhibition,Yfh1-off respiration,MT stabilizer,MT stabilizer Hoechst-high %,MT stabilizer cytotoxicity %,Autophagy HCS,Autophagy HCS cell loss 18 h,Lipid droplet,Lipid droplet cells 6.5 µM
Cc1cccc2cc(C#N)c(SCCN3CCCCC3)nc12,nt,nt,-1.5,-0.17,-0.39,0.092,nt,nt,nt,nt,nt,i,3.0,2.9,14,+,13*,nt,nt
Nc1c(C(=O)Nc2ccccc2)sc2nc(-c3cccnc3)ccc12,-0.3,1405,0.27,0.0099,1,-2.5,1.1,920,nt,nt,-26%,i,nt,nt,nt,nt,nt,7,635
N/C(=N\NC(=O)c1ccc(F)cc1)c1cc2ccccc2oc1=O,-0.5,963,-1.3,-0.25,-0.68,0.96,1.7,1562,0,2,-30%,i,1.2,1.5,7.3,i,18,-7,694
Cc1cccc(C)c1Nc1nnc(SCC(=O)Nc2cc(S(=O)(=O)N3CCCCC3)ccc2Cl)s1,-1.7,1140,-0.75,-0.14,-0.096,0.48,-1.2,1325,-3,13,24%,i,1.8,2.3,18,i,2,-18,661

# Bioassay records as filed in PubChem.
